# Bioassay records: PubChem, Emory University Molecular Libraries Screening Center
# 14-3-3 PPI = alters human 14-3-3 gamma binding to Raf peptide; P61981; FP, 14-3-3gamma / TMR-pS259-Raf peptide binding; inhibition, % at 40 µM; actives 0.19% (n = 160,000); in the data active = inhibition above about 30%;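 note: 0% = protein plus tracer without compound and 100% = blank with tracer alone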
# Target sequence (P61981 whole entry, looked up): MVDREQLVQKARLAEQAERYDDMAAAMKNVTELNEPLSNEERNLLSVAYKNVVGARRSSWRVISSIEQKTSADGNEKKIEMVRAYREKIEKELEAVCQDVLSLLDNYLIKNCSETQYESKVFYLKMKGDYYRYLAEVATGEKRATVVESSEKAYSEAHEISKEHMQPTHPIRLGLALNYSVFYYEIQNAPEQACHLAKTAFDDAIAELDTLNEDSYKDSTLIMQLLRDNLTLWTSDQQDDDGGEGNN
# Starred values were filed as active, the others as inactive; & = joins results of further samples. The list is partial (hit frequency here may not be typical).
SMILES	14-3-3 PPI
O=S(=O)(c1ccccc1)N1CC2c3ccccc3CCN2C1c1ccccc1 (centres undefined)	4
CN(C)c1ccc(C2=Nc3cccc4cccc(c34)N2)cc1	-14
C/C(NCCCn1ccnc1)=C(\C#N)C(N)=O	-5
Cc1cc(C)cc(CC2CC(=O)N(c3nc(C)cc(C)n3)C2=O)c1 (centres undefined)	-4
CC(C)COCC1CC2(CC(C)C(=O)CC2=O)C(=O)O1 (centres undefined)	-4
CC(C)Cc1nc2n[nH]c(N)c2c2c1CCC2	6
CCOCCOC(=O)C1=C(C)NC(=O)NC1c1ccc(CC)cc1 (centres undefined)	2
O=C(O)CN(c1ccc2c(c1)OCCO2)S(=O)(=O)c1ccccc1	1
COc1ccc(-c2c(C(F)(F)F)oc3c(CN4CCN(C)CC4)c(O)ccc3c2=O)cc1	-5
O=C1CC(c2ccccc2Br)c2cc3c(cc2N1)OCO3 (centres undefined)	-11
CC(=O)c1c(C)[nH]c(C(=O)NC2=NCCS2)c1C	3
C=CCn1c(=N)n(CC(O)C(C)(C)C)c2ccccc21 (centres undefined)	-3
CCOc1ccc(NC(=O)c2c(NCc3ccc(C)o3)sc3c2CCCCC3)cc1	-93
COc1ccc(C(=O)Nc2ccc(-c3nc4ccccc4o3)c(O)c2)cc1	-133
N#CC1=C2SCN(Cc3ccccc3)CN2C(=O)CC1c1ccc2c(c1)OCO2 (centres undefined)	-8
Cc1cc2ccccc2n2c(SCC(=O)NCc3ccco3)nnc12	-3
CCC(=O)Nc1nnc(-c2ccc(C(C)(C)C)cc2)s1	-5
N#Cc1c(NC(=O)c2ccncc2)sc2c1CCC2	-85
Oc1ccccc1C=Nc1ccccn1	0
Cc1nnc(NC(=O)c2cccc(F)c2)s1	0

# Arranged by value in 14-3-3 PPI (falling): three of the compounds above.
SMILES,14-3-3 PPI
O=S(=O)(c1ccccc1)N1CC2c3ccccc3CCN2C1c1ccccc1 (centres undefined),4
C=CCn1c(=N)n(CC(O)C(C)(C)C)c2ccccc21 (centres undefined),-3
COc1ccc(-c2c(C(F)(F)F)oc3c(CN4CCN(C)CC4)c(O)ccc3c2=O)cc1,-5

# Continuation.
SMILES	14-3-3 PPI
O=C(CCn1c(SCc2ccccc2Cl)nc2ccccc2c1=O)N1CCCCC1	2
CCc1c(-c2ccccc2)n(Cc2ccccc2)c2nc3c(c(=O)n(C)c(=O)n3C)n12	10
N#CCn1c(-c2ccccc2Cl)nc2ccccc2c1=O	-3
O=C(CSc1nc2ccccc2c(=O)n1CCc1ccccc1)NCc1ccco1	-16
CCCCN(CC)S(=O)(=O)c1ccc(F)c(C(=O)Nc2ccc(C)c(C)c2)c1	3
COC(=O)c1ccccc1NC(=O)CN1C(=O)c2ccccc2C1=O	4
COCCNC(=O)c1nonc1N	3
O=C(CCn1c(=S)oc2ccccc21)Nc1cc([N+](=O)[O-])ccc1F	-5
c1ccc2c(CCNc3ncnc4nc[nH]c34)c[nH]c2c1	1
O=C(OCc1cc2ccccc2[nH]c1=O)c1ccncc1	-16
O=C1c2ccc(-c3ccc([N+](=O)[O-])cc3)cc2C(=O)N1c1ccccc1	6
COc1ccccc1-n1cnnc1SC1CCOC1=O (centres undefined)	-1
C=CCNC(=O)c1cc(-c2ccco2)on1	-5
O=c1cc(NCc2ccco2)[nH]c(=O)n1-c1ccc(Br)cc1	-39
Ic1ccc(C2=CC(c3cccs3)n3ncnc3N2)cc1 (centres undefined)	-22
COc1cc(C2Nc3ccccc3NC3=C2C(=O)CC(c2ccc4c(c2)OCO4)C3)cc(OC)c1O (centres undefined)	-1
Cc1ccnc(NC(=O)c2ccc(Cl)c([N+](=O)[O-])c2)c1	-3
CC(=O)N1CCc2cc(S(=O)(=O)NCCC(=O)NCCc3ccccc3)ccc21	-2
O=[N+]([O-])c1ccc2c(c1)-c1ccccc1S(=O)(=O)N2	-5
CCn1c(=O)n(CC(=O)Nc2cc(C)ccc2OC)c(=O)c2ccccc21	-2
COc1ccc(Cl)cc1-c1nc(-c2nonc2N)no1	-6
Cc1ccc(-n2ncc3c(=O)[nH]c(SCC(=O)O)nc32)cc1	-3
Cn1c(C(O)(c2ccccc2)C(O)c2ccco2)nc2ccccc21 (centres undefined)	-1
Cc1[nH]c2ccccc2c1C(c1ccccn1)c1c(C)[nH]c2ccccc12	-3
COc1ccc(Br)cc1C=Nc1c(C)n(C)n(-c2ccccc2)c1=O	1
O=C(CCc1nc2sc3c(c2c(=O)[nH]1)CCCC3)N1CCCCC1	-4
Cc1cccc(NC(=O)c2cc(NC(=O)C3CCCCC3C(=O)O)ccc2N2CCCCC2)c1 (centres undefined)	4
CCOc1ccc(N(C(C)C(=O)Nc2ccccc2Cl)S(C)(=O)=O)cc1 (centres undefined)	5
CNC(=O)c1ccsc1NC(=O)c1ccc(Cl)s1	-22
CSC1=C(C#N)C(c2ccc(C)cc2)C2=C(CCCC2=O)N1 (centres undefined)	-5
COC(=O)c1ccc(C(=O)OC)c(N)c1	1
CCOc1ccccc1NC(=O)C1c2ccccc2C(=O)N(C2CCCCC2)C1c1ccc(OC)cc1 (centres undefined)	-3
COc1ccc(/C(O)=C2\C(=O)C(=O)N(Cc3ccncc3)C2c2ccc(OC)c(OC)c2)cc1 (centres undefined)	3
COc1ccccc1S(=O)Cc1ccc(C(=O)NCc2ccccc2Cl)o1 (centres undefined)	1
CN(C)CC(=O)c1ccc(-c2ccccc2)cc1	-7
COc1ccc(N2CCN(C(=O)CCc3nc(-c4ccccc4F)no3)CC2)cc1	-42
Cc1n[nH]c(=O)nc1N1CCc2ccccc2C1	-4
CSc1ccc(NC(=O)c2sc3nc(-c4cccs4)ccc3c2N)cc1	-6
CC(C)SC1CC(=O)N(c2ccc([N+](=O)[O-])cc2)C1=O (centres undefined)	-3
CS(=O)(=O)Nc1ccc(C2=NN(S(C)(=O)=O)C(c3cccs3)C2)cc1 (centres undefined)	-393

# Further structures
Structure | 14-3-3 PPI
Cc1ccc(C(CCN)C2CCOC(C)(C)C2)cc1 (centres undefined) | 0
N#Cc1c2c(c(-n3cnc4ccccc43)n3c1nc1ccccc13)CCCC2 | -16
CC(=O)N1c2c(cc(Br)cc2S(=O)(=O)Nc2ccc(OCc3ccccc3)cc2)CC1C (centres undefined) | -79
CCn1c(=O)c(C(=O)Nc2nc3ccccc3[nH]2)c(O)c2ccccc21 | -16
Cc1ccc(-c2nc(-c3ccccn3)no2)cc1Cl | -9&-24
COc1cc(OC)cc(C(=O)NC2CCCCCCC2)c1 | 2
COc1ccc(CCNC(=O)CSc2nc3c(c(=O)n(C)c(=O)n3C)n2C(C)C)cc1OC | -7
O=C(Nc1ccccc1[N+](=O)[O-])c1ccccc1O | 3
Cn1c(=O)c2cc(S(=O)(=O)NCCC(=O)Nc3ccccc3F)ccc2n(C)c1=O | 4
CC1CCCCN1S(=O)(=O)c1ccc2c(c1)oc(=O)n2CC(=O)O (centres undefined) | -10
Cc1ccc(NC(=O)CSc2cn(C)c3ccccc23)c(C)c1 | 0
COC(=O)C1=CN(C)C=C(C(=O)OC)C1c1cc(OC)ccc1OC | 2
CC(C)c1ccc(OCC(=O)Nc2nc3ccccc3s2)cc1 | -10
Cc1cc(NC(=O)CCS(=O)(=O)c2cc(Br)cc3c2N(C(=O)C2CC2)CC3)ccc1Br | -10
O=C(NCc1ccco1)C1CC(=O)N(c2ccc(O)cc2)C1 (centres undefined) | 7
O=C(CSc1nnc(-c2cccnc2)n1-c1ccccc1)Nc1ccccn1 | 10

# Quoted at random: 5 compounds from above
Structure | 14-3-3 PPI
O=C1CC(c2ccccc2Br)c2cc3c(cc2N1)OCO3 (centres undefined) | -11
N#CC1=C2SCN(Cc3ccccc3)CN2C(=O)CC1c1ccc2c(c1)OCO2 (centres undefined) | -8
O=C(CCc1nc2sc3c(c2c(=O)[nH]1)CCCC3)N1CCCCC1 | -4
COc1ccccc1S(=O)Cc1ccc(C(=O)NCc2ccccc2Cl)o1 (centres undefined) | 1
Cc1ccc(C(CCN)C2CCOC(C)(C)C2)cc1 (centres undefined) | 0

# Later entries
Structure | 14-3-3 PPI
CCC(C)c1ccc(O)c(NC(=O)c2ncn[nH]2)c1 (centres undefined) | -8
COCCn1c(SCC#N)nnc1-c1ccc2c(c1)OCO2 | -3
CCC(C)Sc1nc2c(c(=O)n1-c1ccc(Cl)cc1)SCC2 (centres undefined) | -12
Cc1cccc(C)c1OCC(O)Cn1nnc2ccccc21 (centres undefined) | -2
COc1ccc(C(=O)N2CCN(C(=O)c3ccco3)CC2)cc1OC | -14
COc1ccc(OCC(=O)N2CCN(C(=O)c3cccc4ccccc34)CC2)cc1 | 29
C=C(C)COc1ccc2oc(C)c(C(=O)OCC)c2c1 | 3
O=c1[nH]c(=S)c2c(n1-c1ccccc1)CCC2 | -12

# Two of the compounds above, with values ahead of the structure.
14-3-3 PPI | Molecule
-16 | CCn1c(=O)c(C(=O)Nc2nc3ccccc3[nH]2)c(O)c2ccccc21
6 | O=C1c2ccc(-c3ccc([N+](=O)[O-])cc3)cc2C(=O)N1c1ccccc1

# Additional results.
Structure | 14-3-3 PPI
O=c1c2ccccc2nnn1CSc1nnc(-c2ccc3c(c2)OCO3)o1 | 0
CCn1c(SCC(=O)N2c3ccccc3CCc3ccccc32)nc2c1c(=O)n(C)c(=O)n2C | -6
O=C(CN1C(=O)C2C3C=CC(C3)C2C1=O)N(CCc1ccccc1)Cc1ccccc1 (centres undefined) | -6
CC(=O)C(C)Sc1nc2c(c(=O)n(C)c(=O)n2C)n1Cc1ccc(F)cc1 (centres undefined) | -3
O=C(Nc1ccc(O)cc1C(=O)O)c1ccc2c(c1)C(=O)N(CC1CCCO1)C2=O (centres undefined) | -31
Brc1ccc(-c2cn3c4ccccc4nc3n2CCCN2CCOCC2)cc1 | -11
NC(=O)C1CCN(C(=O)c2ccc3c(=O)n(-c4ccccc4)c(SCC(=O)c4ccc(Cl)cc4)nc3c2)CC1 | -7
O=C(Nc1ccc([N+](=O)[O-])cc1Cl)c1ccc(Br)cc1 | 2
CCOc1ccc(CNC(=O)CCc2nc(-c3ccccc3F)no2)cc1 | 1
CCOc1cc(S(=O)(=O)N2CCOCC2)ccc1F | -6
CCC(=O)N1CCc2cc(S(=O)(=O)Nc3cc(C)ccc3C)ccc21 | 1
O=C(Nc1nnc(SCc2ccc(F)cc2)s1)c1ccccc1Br | 4
O=C(O)CCC(=O)Nc1nc(-c2ccc3c(c2)Cc2ccccc2-3)cs1 | -5
CC1CCCCN1C(=O)COc1ccc(NC(=O)c2ccco2)cc1 (centres undefined) | -3
Cc1cc(=O)c2n(Cc3ccccc3Cl)nc[n+]2[nH]1 | 0
CN(Cc1ccccc1)C(=O)CCNC(=O)Cn1cnc2sc3c(c2c1=O)CCCC3 | -1
CC(=O)N1c2ccccc2C(C)CC12CCCCC2 (centres undefined) | -10
O=[N+]([O-])c1cc(-n2ncnc2-c2ccccc2Cl)ccc1F | -1
Cc1ccc(Cn2c(=O)cc(C(=O)NCC3CCCO3)c3ccccc32)cc1 (centres undefined) | -4
CCOc1ccc(-n2c(=O)c3c4c(sc3n(CC(=O)NC(C)CC)c2=O)CCC4)cc1 (centres undefined) | -4
COc1ccc(-c2nc(SCc3ccc([N+](=O)[O-])cc3)c3c(=O)n(C)c(=O)n(C)c3n2)cc1 | -11
CCOC(=O)c1ccc2c(c1)sc1nc(-c3cc4cccc(OC)c4oc3=O)cn12 | -4
Cc1oc2c3c(ccc2c(=O)c1-c1ccc2c(c1)OCCO2)OCCO3 | 3
COC(=O)c1ccc(-c2ccc(-c3nc4sc5c(c4c(=O)[nH]3)CCCC5)o2)cc1 | -21
O=C(Nc1cccc2c1C(=O)c1ccccc1C2=O)c1ccc(S(=O)(=O)N2CCc3ccccc3C2)cc1 | -10
CN1CCN(CCCNC(=O)c2ccc(CSCc3cccc(Cl)c3)o2)CC1 | -1
Cc1cc(C)c(OCC(O)CNC(C)(C)CC(C)(C)C)c(C)c1 (centres undefined) | -7
Cc1ccc(Oc2ccc(OCC(=O)NC(C)C(=O)O)cc2)cc1 (centres undefined) | 4
COc1ccc(S(=O)(=O)N2CCN(CC(=O)C(C)(C)C)CC2)cc1 | 1
O=C(Nc1ccccc1)c1cc2ccccc2oc1=Nc1ccccc1Cl | -7
Cc1cc(C(F)(F)F)n2ncc(C(=O)O)c2n1 | 1
O=C(CCCCCn1c(=S)[nH]c2ccccc2c1=O)N1CCN(C2CCCCC2)CC1 | 0
CCOC(=O)c1c(C)oc2ccc(N(C(=O)c3ccc([N+](=O)[O-])cc3)S(=O)(=O)c3ccc(CC)cc3)cc12 | -12
COC(=O)c1ccc(C2c3c(oc4cc(C)c(C)cc4c3=O)C(=O)N2CCCN(C)C)cc1 (centres undefined) | -3
Cc1cccc(C(=O)Nc2sc3c(c2C(=O)O)CCC3)c1 | -24
CC(C(=O)NC1=NCCS1)N1C(=O)C2CC=CCC2C1=O (centres undefined) | -5
CCOP(=O)(c1ccc(N(C)C)cc1)C(O)c1cc(OC)c(OC)c(OC)c1 (centres undefined) | -6
CCOc1cccc(C(=O)Nc2cccc(-c3nc4ncccc4o3)c2C)c1 | -4
CC(=O)c1cccc(NC2c3ccccc3C(=O)N2Cc2ccc3c(c2)OCO3)c1 (centres undefined) | 1
COCCCn1c(=NC(=O)c2ccncc2)c(C#N)cc2c(=O)n3cccc(C)c3nc21 | -2

# Structural class: the entries above containing a CF3 group.
Structure | 14-3-3 PPI
COc1ccc(-c2c(C(F)(F)F)oc3c(CN4CCN(C)CC4)c(O)ccc3c2=O)cc1 | -5
Cc1cc(C(F)(F)F)n2ncc(C(=O)O)c2n1 | 1

# Going on with the list.
Structure | 14-3-3 PPI
CC(=O)N1CCN(c2ccc(NCc3ccc(C(C)C)cc3)cc2)CC1 | -7
O=C(c1ccc(Cn2c(=S)[nH]c3cc4c(cc3c2=O)OCO4)cc1)N1CCN(Cc2ccccc2)CC1 | -18
COc1cc2c(cc1OC)-c1nnc(C)n1C1(CCCC1)C2 | -2&-5
CC1CCN(S(=O)(=O)c2cccc3ccccc23)CC1 | -3
COC(=O)c1c(NC(NC(=O)C(C)C)(C(F)(F)F)C(F)(F)F)sc2c1CCCCC2 | 2
CC1(C)Oc2ccc3ccc(=O)oc3c2-c2cnoc21 | -4
OC(CN1CCOCC1)CN1CCOCC1 | -5
Cn1c(=O)c2c(nc(SCCCO)n2Cc2ccccc2Cl)n(C)c1=O | 0
O=C(c1cn(CCOc2ccc(F)cc2)c2ccccc12)C(F)(F)F | -2
